# Source: PubChem BioAssay (Broad Institute)
# RAD52 anneal inh – blocks human RAD52 DNA annealing. recombinant RAD52 DNA annealing, FRET fluorescence. P43351. inhibition, % at 18.7 µM. 360,000 compounds, 0.46% hits;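 active means every replicate showing at least 50% inhibition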
# XiGFP reactiv – X-chromosome reactivation activator; XiGFP mouse fibroblasts, % GFP-positive cells imaging, 3 d; cells co-treated with 5-aza-dC sensitizer; scaled so ellipticine positive control = 100%; 360,000 compounds, 0.055% hits; activation, % at 7.58 µM;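 active means mean normalized replicate activation at least 10% and every replicate at or above 10%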;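 further: 0% = median of on-plate neutral control wells and 100% = ellipticine 6 µM median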
#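 Material: XiGFP fibroblasts, SV40-immortalized. Buffer or medium: DMEM plus 5-aza-dC sensitizer. Compound: single concentration per compound, delivered by pin transfer. Times: 3 days compound exposure. Controls: ellipticine 6 µM.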
# RAD54 inh – inhibitors of human RAD54 branch migration; 360,000 compounds, 0.14% hits; inhibition, % at 10.4 µM; AID 602329; Q92698; RAD54 Holliday junction branch migration, FAM/BHQ fluorescence;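 active means mean normalized replicate activity at least 40 and at least half of replicates scoring 40 or more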;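 further: 0% = median of neutral control wells and 100% = median of positive control wells; inhibitors cause a drop in the FAM fluorescence signal; in these data hits start at about 50%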
# Target sequence (Q92698 whole entry, looked up): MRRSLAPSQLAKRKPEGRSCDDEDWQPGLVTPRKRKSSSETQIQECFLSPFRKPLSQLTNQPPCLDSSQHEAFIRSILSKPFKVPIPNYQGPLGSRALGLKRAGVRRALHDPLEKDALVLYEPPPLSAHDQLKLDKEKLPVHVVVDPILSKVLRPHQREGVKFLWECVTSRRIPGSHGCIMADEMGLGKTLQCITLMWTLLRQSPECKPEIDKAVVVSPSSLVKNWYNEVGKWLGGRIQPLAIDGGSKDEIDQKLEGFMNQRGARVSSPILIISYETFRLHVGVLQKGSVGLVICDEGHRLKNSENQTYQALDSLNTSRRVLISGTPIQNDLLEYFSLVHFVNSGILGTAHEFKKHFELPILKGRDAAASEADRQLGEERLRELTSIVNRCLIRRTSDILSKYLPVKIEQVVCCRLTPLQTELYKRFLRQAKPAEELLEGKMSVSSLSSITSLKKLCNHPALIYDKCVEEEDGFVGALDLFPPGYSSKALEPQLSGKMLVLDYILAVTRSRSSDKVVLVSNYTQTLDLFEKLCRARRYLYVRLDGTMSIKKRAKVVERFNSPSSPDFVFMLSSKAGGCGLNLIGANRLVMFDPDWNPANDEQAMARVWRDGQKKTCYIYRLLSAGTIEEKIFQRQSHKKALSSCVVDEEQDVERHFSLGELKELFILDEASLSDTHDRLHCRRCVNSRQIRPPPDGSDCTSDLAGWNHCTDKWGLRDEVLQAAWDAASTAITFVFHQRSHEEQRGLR
# EWS-Fli inh – EWS/Fli transcriptional activity inhibition. A673 NR0B1-luciferase reporter, viability-normalised. inhibition, % at 12.6 µM. 350,000 compounds, 0.67% hits;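 active means mean inhibition of at least 50% after viability correction, with every replicate also passing that limit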;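 further: firefly luciferase signal divided by Alamar Blue viability fluorescence both relative to DMSO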
# esBAF inh – inhibitors of esBAF chromatin remodeling in mouse ES cells; Bmi1-luciferase knock-in reporter, 24 h; 100% = twice the neutral-well signal; 350,000 compounds, 2% hits; AID 602393; reporter increase, % at 12.5 µM; in the data active means activation above about 40%;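 further: 0% = median of the plate's neutral control wells and 100% = double that signal; a rise in the Bmi1 reporter signal indicates esBAF inhibition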
# FN deposit inh – fibronectin deposition inhibition. AH1F fibroblasts, Alexa488-fibronectin deposition fluorescence, overnight. inhibition, % at 12.6 µM. 350,000 compounds, 0.086% hits. AID 743247;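 active means mean inhibition across replicates of 30% or more, regardless of how many single replicates reach that level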;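 further: positive control wells lacked labelled fibronectin entirely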
#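 Material: AH1F fibroblast monolayer depositing Alexa488-labelled fibronectin into matrix / Amount: 10000 AH1F cells per well / Signal: fluorescence 485/525 nm / Medium: DMEM, 2% serum / Compound: single dose, pinned / Incubation: 1 h cell adhesion before compound, then overnight fibronectin incubation / Reagent: Alexa488-FN, 24 nM final / Read-out: inhibition of fibronectin deposition signal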
# E-sel inducer – induces E-selectin expression in human endothelial cells. P16581. HUVEC E-selectin immunofluorescence imaging; normalized: neutral wells 0, TNF-alpha wells 100. activation, % at 7.58 µM. 260,000 compounds, 0.37% hits. AID 686992;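 active means mean E-selectin-positive cell signal at least 10% of the positive control, reached in at least 60% of replicates, without over 20% cell loss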;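 further: in these data hits start at about 27%; measured in HUVEC primary endothelial cells; signal is the percent of cells scored E-selectin positive by PE staining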
#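 material = human umbilical vein endothelial cells (HUVEC), E-selectin induction | quantity = 3,000 cells/well | medium = EGM-2 growth medium on 0.1% gelatin-coated wells | technique = immunofluorescence imaging | read-out basis = % PE-positive cells | control set = TNF-alpha positive control, DMSO neutral control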
# S100A4 MyoIIA – inhibitors of human S100A4 binding to myosin IIA peptide | P26447 | S100A4/TAMRA-MyoIIA peptide fluorescence polarization | inhibition, % at 10.7 µM | 360,000 compounds, 0.14% hits | AID 652163;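 active means mean inhibition of at least 70% across replicates, with every replicate also reaching that level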
# Target sequence (P26447 whole entry, looked up): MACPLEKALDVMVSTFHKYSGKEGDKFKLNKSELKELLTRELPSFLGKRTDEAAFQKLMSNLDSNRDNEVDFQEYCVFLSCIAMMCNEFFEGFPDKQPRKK
#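 Material: S100A4 monomer protein / Buffer or medium: 50 mM HEPES pH 7.2, 10 mM CaCl2, 100 mM KCl / Times: 5 min incubation before reading / Benchmarks: neutral control DMSO, positive control TFP / Reagent: labelled myosin peptide probe, 5 nM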
# * marks the source's active call; other numbers are inactive results; · = not tested or not shown; & = joins results of further samples.
SMILES,RAD52 anneal inh,XiGFP reactiv,RAD54 inh,EWS-Fli inh,esBAF inh,FN deposit inh,E-sel inducer,S100A4 MyoIIA
COc1ccc2c3c(n(C)c2c1)[C@@H](CO)N(Cc1cccc(Cl)c1)CC31CN(C(=O)C2CC2)C1,9.4,0.1,·,4.0,·,·,-0.4,4.0
O=C(C[C@H]1C[C@H]2c3cc(NC(=O)CC4CC4)ccc3O[C@H]2[C@@H](CO)O1)NCc1cccnc1,2.2,0.3,-1.0,0.6,-6.3,-2.6,-0.5,1.5
CCNC(=O)CC1C(=O)N(c2ccc(C)cc2)C(=O)N1CCOC (stereo unspecified),-6.0,0.0,·,-3.0,3.0,-4.2,-0.1,-4.0
C[C@H]1CCCCO[C@H](CN(C)S(=O)(=O)c2cccs2)[C@@H](C)CN([C@@H](C)CO)C(=O)c2cc(NS(=O)(=O)c3cn(C)cn3)ccc2O1,59.1*,0.0,-1.9,-19.6,2.5,-15.6,·,-9.7
C[C@@H]1CN([C@H](C)CO)S(=O)(=O)c2ccc(-c3ccccc3)cc2O[C@@H]1CN(C)C(=O)C1CCCCC1,3.8,-0.8,0.4,6.7,-0.1,·,-0.3,-51.3
Oc1[nH]c2ccccc2c1N=Nc1ccccc1,-211.8,-0.1,-4.5,-104.8,52.4*,1.9,·,0.9
COc1ccc(C(C(N)=O)c2ncc(C(F)(F)F)cc2Cl)cc1 (stereo unspecified),-12.0,0.0,·,-3.6,·,17.8,·,1.5
Cc1ccc2nc(SCC(=O)NCc3ccc4c(c3)OCO4)nc(=O)n2c1,-7.3,0.1,-2.1,4.4,-5.0,2.2,·,1.9
CCOc1ccc(CC(=O)Nc2nccs2)cc1,-8.9,-0.1,·,-0.3,·,4.8,4.8,-1.2
O=C(COC(=O)c1cc(S(=O)(=O)Nc2ccccc2Cl)ccc1O)Nc1nc2ccccc2s1,-17.4,0.0,·,-0.9,·,-6.0,-0.8,4.0
NNc1ccc2nncn2n1,-4.3,0.1,·,10.0,-3.8,-0.4,4.3,-2.8
CC1=C2[C@@H](c3ccccc3)OB(O)C[C@@H]2n2c(=O)n(-c3ccccc3)c(=O)n2C1,10.2,·,-9.5,13.6,·,·,·,14.4
CSCC[C@H](N)C(=O)N1CCC(C(=O)N[C@H](C)C(=O)NC(C)c2ccccc2)CC1 (stereo partly specified),0.5,·,-3.4,2.3,3.8,·,·,-0.2
CCN1CC(=O)N2[C@H](CO)[C@H](c3ccc(Br)cc3)[C@H]2C1,-2.8,0.0,·,-2.2,·,8.6,-0.2,10.6
Cc1cccc(NC(=O)CNC(=O)CN2C(=O)NC(C)(CCC(C)C)C2=O)c1C (stereo unspecified),-6.8,0.2,-9.5,0.7,-1.8,-0.2,-2.2,-1.3
COc1cc(C#Cc2c(-c3cncn3C)n(C)c3ccc(-c4cnc(N5CCOCC5)nc4)cc23)cc(OC)c1,12.3,0.0,1.7,-16.5,28.6,13.1,0.1,-0.1
Cc1cc(C)cc(NC(=O)CS(=O)(=O)c2cccc3nsnc23)c1,-1.7,0.0,1.5,-0.6,-4.7,4.0,·,-3.1
C=C(C)CN1C(=O)c2ccccc2C1=O,-2.5,·,-7.5,6.4,0.5,·,·,-7.1
CN(Cc1ccccc1F)c1ccc(S(=O)(=O)N2CCCC2)cn1,-2.7,-1.3,·,1.9,·,·,·,-1.2
Cc1ccc(SCC(=O)OCC(=O)NCCCc2ccccc2)cc1,-5.7,0.2,·,-3.5,·,-4.4,-2.2,-1.0
Cc1cc(C)c2oc(C(=O)NCc3ccccc3)cc(=O)c2c1,-10.0,0.2,-9.8,4.6,-4.5,2.3,-0.1,-2.2
Cc1nc(Cl)sc1C(=O)Nc1ccc(C(C)(C)C)cc1,5.4,0.0,-7.5,-124.0,26.0,-7.4,0.5,-1.9
C[C@@H]1CN([C@H](C)CO)C(=O)c2cc(C#CC3CCCC3)cnc2O[C@@H]1CN(C)Cc1ccncc1,-3.2,-0.3,-9.9,-8.5,-1.9,-5.9,-3.9,-3.6
COc1ccccc1Nc1nc(N2CCOCC2)nc(N2CCOCC2)n1,-5.1&-8.2,0.0&0.0,-3.1&-2.7,5.1&-3.8,-4.2&-5.7,3.8&13.2,1.3&-0.1,0.4&-4.1
CCN(CC)S(=O)(=O)c1cccc(C(=O)NCCCn2ccnc2)c1,-2.8,0.6,·,-0.2,-8.0,8.4,-0.2,2.4

# A draw from above in order of molecular weight, ascending.
SMILES,RAD52 anneal inh,XiGFP reactiv,RAD54 inh,EWS-Fli inh,esBAF inh,FN deposit inh,E-sel inducer,S100A4 MyoIIA
Oc1[nH]c2ccccc2c1N=Nc1ccccc1,-211.8,-0.1,-4.5,-104.8,52.4*,1.9,·,0.9
Cc1nc(Cl)sc1C(=O)Nc1ccc(C(C)(C)C)cc1,5.4,0.0,-7.5,-124.0,26.0,-7.4,0.5,-1.9
C[C@@H]1CN([C@H](C)CO)S(=O)(=O)c2ccc(-c3ccccc3)cc2O[C@@H]1CN(C)C(=O)C1CCCCC1,3.8,-0.8,0.4,6.7,-0.1,·,-0.3,-51.3
COc1cc(C#Cc2c(-c3cncn3C)n(C)c3ccc(-c4cnc(N5CCOCC5)nc4)cc23)cc(OC)c1,12.3,0.0,1.7,-16.5,28.6,13.1,0.1,-0.1

# Following part:
SMILES,RAD52 anneal inh,XiGFP reactiv,RAD54 inh,EWS-Fli inh,esBAF inh,FN deposit inh,E-sel inducer,S100A4 MyoIIA
Cc1ccc(S(=O)(=O)N(C)C[C@@H]2Oc3ccc(NS(=O)(=O)c4cn(C)cn4)cc3C(=O)N([C@@H](C)CO)C[C@H]2C)cc1,·,-0.9,·,-0.7,3.3,·,0.0,·
COCCN(C(=O)COC(=O)Cc1c[nH]c2ccccc12)c1c(N)n(Cc2ccccc2)c(=O)[nH]c1=O,-8.2,0.0,4.2,10.3,-6.7,1.2,-0.2,-1.5
COC(=O)C1=C(C(=O)OC)[C@@H]2N(Cc3ccccc3)c3ccccc3[C@@]23C[C@@H](C(=O)OC)N(C(=O)NC(C)(C)C)C3=N1,-0.8,-0.3,2.0,0.4,·,0.5,-0.2,1.3
O=C(CS(=O)(=O)Cc1ccccc1)NCCc1ccc(F)cc1,-11.9,0.2,-1.4,-4.3,4.6,·,-0.2,0.1
Cc1cnn(-c2nc(-c3ccccc3)cc(-c3ccccc3)n2)c1,-16.1,0.0,·,24.7,·,-0.1,·,4.3
O=C(COC(=O)/C=C/c1ccc(OC(F)F)cc1)NC1CCCCCC1,0.4,0.0,6.6,0.0,-0.5,10.1,0.1,2.5
COc1ccc(C(=O)Nc2cc(OC)c(NC(=O)Nc3ccccc3)cc2OC)cc1,0.4,0.1,-7.8,-1.8,-3.1,-5.6,-0.2,-0.5
CN1CCN(c2c(/C=N/O)c3ccccc3n2C)CC1,0.6,0.2,7.8,0.2,7.1,1.7,-0.1,-8.3
CCC(=O)N1CC[C@H]2[C@H](CO)Nc3ccc(-c4ccc(OC)cc4)cc3[C@H]21,·,0.0,7.0,2.3,-3.5,-0.3,0.8,·
Cc1cc(C(=O)N2CCC(C(=O)O)CC2)c(C)o1,-9.5,0.0,14.6,7.7,·,-1.4,·,-0.4
O=C(O)COc1ccccc1/C=N/NC(=O)c1cc(-c2ccc(F)cc2)nc2ccccc12,-5.3,0.1,-18.0,3.4,-5.8,·,·,1.3
Cn1c(=O)n(C)c2cc(/C=C(/C#N)C(=O)NCc3ccco3)ccc21,-29.0,0.0,·,15.1,·,2.7,-0.1,6.9
Cc1cccc(CN2CCc3c([nH]c4ccccc34)C2CC(C)C)n1 (stereo unspecified),-36.2,0.0,-2.2,27.9,2.2,2.2,-0.1,-15.9
C[C@H](NC(=O)[C@H]1[C@H](CO)[C@H]2Cn3c(ccc(-c4ccccc4F)c3=O)[C@@H]1N2C)c1ccccc1,1.1,0.6,-8.8,4.7,2.7,·,-1.4,-0.7
COCCCNC(=S)N1CCN(C(=O)C(=O)Nc2ccc(C(=O)OC)cc2)CC1,·,0.0,-12.6,·,·,7.5,-0.4,·
CCOC(=O)N1CCC(Nc2ccc3nnc(-c4ccccc4)n3n2)CC1,-36.9,0.1,-1.9,10.5,-22.1,-0.7,1.7,-3.4
O=C(NNc1nc2cc3c(cc2s1)OCO3)c1ccc(F)cc1,-5.0,0.4,-0.6,-7.1,29.7,5.1,-0.2,-10.8
FC(F)(F)c1cc(Cl)c2nc(-c3ccccc3)c(Cc3ccccc3)n2c1,-19.6,0.6,-13.3,-15.2,6.8,14.7,0.0,2.6
Cc1cc(NS(=O)(=O)c2ccc(NC(=O)/C=C/c3ccc(C)o3)cc2)nc(C)n1,-161.8,-0.1,·,1.7,·,10.6,3.4,-6.9
CN1CCN(C(=O)C2=C[C@@H](c3ccc(C(F)(F)F)cc3)C[C@@H](OCCCCO)O2)CC1,-18.3,0.1,-12.3,-3.3,6.3,-6.7,0.0,-4.4
CCN(Cc1ccccc1)S(=O)(=O)c1ccc(C(=O)N(CCCN(C)C)c2nc3ccc(F)cc3s2)cc1,6.8,0.2,12.4,5.4,-9.1,0.6,·,-2.2
Cc1cccc(NC(=O)Cc2noc3ccccc23)c1C,-7.8,0.0,-13.6,-25.3,·,2.4,·,-4.3
O=C(NC(=S)Nc1ccc(N2CCOCC2)cc1)c1cccc([N+](=O)[O-])c1,-11.0,0.7,-7.7,12.4,8.1,2.8,·,1.6
COc1ccc(OC)c(CNC(=O)Cc2c(C(=O)O)[nH]c3ccc(Cl)cc23)c1,-5.5,0.0,·,-1.7,·,-2.8,·,3.2
CC(=O)N(C)C[C@H]1Oc2cc(C#CCC(C)C)ccc2S(=O)(=O)N([C@@H](C)CO)C[C@H]1C,5.1,-0.2,1.4,3.4,2.0,-0.2,0.5,8.9
SMILES,RAD52 anneal inh,XiGFP reactiv,RAD54 inh,EWS-Fli inh,esBAF inh,FN deposit inh,E-sel inducer,S100A4 MyoIIA
CN1CCC(=C2c3ccccc3C=Cc3ccccc32)CC1,6.6,0.1,8.0,-0.5,0.4,-9.8&-3.6,0.1,0.3&4.0
O=C(CN1CCN(c2ccc(F)cc2)CC1)Nc1ccccc1C(=O)NCCc1ccccc1,10.1,0.1,13.0,-24.2,10.9,-1.5,·,-0.1
Cc1c(NC(=O)C(C)OC(=O)c2ccc(NC(=O)CC#N)cc2)c(=O)n(-c2ccccc2)n1C (stereo unspecified),-8.0,0.2,·,-5.2,·,3.4,-0.2,-3.7
CCOC(=O)c1cn(-c2ccccc2)nc1-c1ccncc1,-7.3,·,-0.8,·,-9.2,·,·,-9.1
COc1ccc(CN2C(=O)CN(S(C)(=O)=O)CC2(C)C(=O)Nc2c(C)cccc2C)cc1 (stereo unspecified),-8.7,0.0,·,-7.7,·,0.6,-6.8,-6.2
C[C@@H]1CN([C@@H](C)CO)C(=O)c2cccc(NC(=O)Nc3ccc(F)cc3)c2O[C@@H]1CN(C)S(=O)(=O)c1ccccc1,-0.2,-0.3,4.0,21.0,3.6,·,-0.2,6.4
COc1ccc(C(=O)NCc2nnc(SCC(=O)c3ccc(F)cc3)n2C)cc1OC,-2.8,-0.1,-4.4,3.8,5.5,-2.6,-0.1,1.0
COc1cc(C(=O)OCC(=O)NCc2ccc(F)cc2)cc(NC(=O)c2cccs2)c1OC,4.7,-0.1,1.4,0.3,-7.7,·,·,2.1

# Rows are unselected; about 3% have a hit in one of these screens.
